NPYLR7 agonist – activates Aedes aegypti NPYLR7 receptor; HEK293T NPYLR7/Galpha15, GCaMP6s calcium fluorescence; activation, % at 10 µM; 0.15% of 270,000 active; AID 1259423; in the data active means activation above about 40%;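 further: 0% = vehicle and 100% = reference agonist at the receptor; some compounds past the cut are filed as inactive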
hcGAS inh – blocks human cGAS activity | AID 1259398 | recombinant h-cGAS, ATP depletion, Kinase-Glo luminescence | inhibition, % at 12.5 µM | 0.081% of 290,000 active;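 further: 0% = vehicle reaction and 100% = reaction without DNA for no activity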
Target sequence (Q8N884 whole entry, looked up): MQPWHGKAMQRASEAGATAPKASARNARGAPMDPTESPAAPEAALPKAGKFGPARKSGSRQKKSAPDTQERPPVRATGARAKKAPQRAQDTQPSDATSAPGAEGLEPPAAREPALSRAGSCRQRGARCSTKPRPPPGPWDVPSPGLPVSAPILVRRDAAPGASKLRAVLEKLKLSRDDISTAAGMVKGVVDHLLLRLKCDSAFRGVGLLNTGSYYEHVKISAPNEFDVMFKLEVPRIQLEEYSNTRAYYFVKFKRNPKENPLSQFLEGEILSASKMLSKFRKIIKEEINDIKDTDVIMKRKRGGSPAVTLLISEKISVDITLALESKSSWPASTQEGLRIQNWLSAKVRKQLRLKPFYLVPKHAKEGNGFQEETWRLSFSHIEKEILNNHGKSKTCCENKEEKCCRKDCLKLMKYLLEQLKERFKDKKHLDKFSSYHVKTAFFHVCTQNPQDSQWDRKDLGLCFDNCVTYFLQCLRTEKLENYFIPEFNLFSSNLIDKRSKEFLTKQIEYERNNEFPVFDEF
mcGAS lum – mouse cGAS inhibition by luminescence; recombinant cGAS, Kinase-Glo ATP depletion luminescence; inhibition, % at 12.5 µM; 0.15% of 160,000 active; AID 1259399;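 further: 0% = negative control wells and 100% = reference inhibitor with no enzyme activity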
* hit, by the source's call; · = no result given; & = joins results of further samples. Unless noted, no stated cut-off is given here; in the data, active means inhibition above about 40%; inactive means the rest.

Order of values – NPYLR7 agonist, hcGAS inh, mcGAS lum
- CCOCCCN(CC(=O)N(CCc1ccccc1)Cc1ccc(C)o1)C(=O)C1CCCC1
  -1, -2, -5
- C=CCC1(CC=C)CCCN1C(=O)C1CCC(=O)N(Cc2ccccn2)C1 (stereo not given)
  -6, -7, -5
- N#Cc1nc(-c2ccco2)oc1N1CCC(C(=O)NCC2CC2)CC1
  -1, 5, -2
- CCCCN(CCCC)C(=O)C1CC(=O)OC12CCOC(C)(C)C2 (stereo not given)
  16, -8, -3
- Cn1nc(C(=O)Nc2ccc3c(c2)nc2n3CCCCC2)ccc1=O
  -4, -9, -8
- N#CCCCCN1CCn2c(nnc2-c2ccccc2)C1
  0, -5, -18
- Cc1cc(O)c(CN2CCC2c2ccccc2)cc1C (stereo not given)
  2, -18, ·
- CC(NC(=O)CCc1nc2ccccc2c(=O)[nH]1)C1CC2CCC1C2 (stereo not given)
  13, -5, ·
- COC1CCN(Cc2cc(C)cc(C)c2)CC1
  13, -6, ·
- CCC(C)N(Cc1ccc(OS(=O)(=O)c2ccc(NC(C)=O)cc2)cc1)C(=O)c1ccco1 (stereo not given)
  3, -4, -6

5 structures out of the list, ordered by molecular weight, rising:
Order of values – NPYLR7 agonist, hcGAS inh, mcGAS lum
- COC1CCN(Cc2cc(C)cc(C)c2)CC1
  13, -6, ·
- Cc1cc(O)c(CN2CCC2c2ccccc2)cc1C (stereo not given)
  2, -18, ·
- Cn1nc(C(=O)Nc2ccc3c(c2)nc2n3CCCCC2)ccc1=O
  -4, -9, -8
- CCCCN(CCCC)C(=O)C1CC(=O)OC12CCOC(C)(C)C2 (stereo not given)
  16, -8, -3
- C=CCC1(CC=C)CCCN1C(=O)C1CCC(=O)N(Cc2ccccn2)C1 (stereo not given)
  -6, -7, -5

Going on with the list.
Order of values – NPYLR7 agonist, hcGAS inh, mcGAS lum
- CCOc1nn(CC)cc1C(=O)N1CCN(C)CC1
  2, -4, ·
- c1ccc(COC2CCCN(Cc3nc(-c4cccs4)no3)C2)nc1 (stereo not given)
  -2&7, -6&-3, ·
- C[C@@H]1CN(CCC(=O)NCCC2CN(C)CCO2)C[C@H](C)O1 (stereo not given in full)
  6, -7, ·
- O=C(Nc1cccc(C2SCC(=O)N2c2ccccc2F)c1)c1ccc(Br)cc1 (stereo not given)
  ·, 4, 1
- CCC12CC3CC(O)(C1)CC(C(=O)N(C)Cc1ccno1)(C3)C2 (stereo not given)
  0, -5, -11
- CN(CCc1ccncc1)C(=O)c1cc2occc2n1CC1CC1
  -11, -2, ·
- OCc1ccc2ccccc2n1
  7, -3, ·
- CN(Cc1ncc[nH]1)C(=O)c1ccc(Oc2ccccc2)o1
  ·, 3, -12
- Cc1ccc(S(=O)(=O)N2CCC(C(=O)NCCCOC(C)C)CC2)cc1
  8, -4, -9
- Cc1cc(=O)n2c(-c3cccc(NS(=O)(=O)c4ccc5ccccc5c4)c3)csc2n1
  -4, -2, -7
- Cc1[nH]c2ccc(CNC(=O)C3CCCN(c4ccccn4)C3)cc2c1C (stereo not given)
  -3, 0, ·
- CCc1nc2ccc(C(=O)Nc3ccc4c(c3)OCC(=O)N4)cn2c1N(CC)Cc1cccc(Br)c1
  -3, 1, 1
- COCC(=O)Nc1ccc(N(C)C)c(CN(CC2CCCO2)C(=O)c2cccc(C)c2)c1 (stereo not given)
  -12, 2, 2
- COc1ccc(NC(=O)C2(C)CCN2C(=O)C2(c3ccc(Cl)cc3)CCC2)cc1OC (stereo not given)
  9, -10, -5
- CC(Nc1ccc([N+](=O)[O-])cc1S(=O)(=O)N1CCOCC1)c1cccc(Cl)c1 (stereo not given)
  12, -5, -6
- Cc1cccc(Cn2c(CN3CC(C)OC(C)C3)nc3c2c(=O)n(C)c(=O)n3C)c1 (stereo not given)
  -2, -1, -7
- CN(C)CCn1c(=O)c2[nH]cnc2n(C)c1=O
  1, 0, ·
- COc1ccc(N2CCN(C(=O)C3CCCCC3C(=O)NCCc3cccc(OC)c3)CC2)cc1 (stereo not given)
  -5, -9, ·
- CCc1nnc(-c2cc3ccccc3n2CC(=O)NC(C)(C)C)o1
  -4, -6, -8
- CC/C=C/CC(=O)N(Cc1c(C)nn(C)c1C)C(C)C
  -2, -4, -10
- CCSCC(C)NCc1nn(C)c2ccc(C)cc12 (stereo not given)
  5, -5, -8
- N#CC(C=Nc1ccc2c(c1)OCCO2)c1nc2ccccc2s1 (stereo not given)
  3, -7, -9
- COCCOC(=O)C1=C(C)N(C)C(=S)NC1c1ccc(NC(=O)Nc2ccccc2OC)cc1 (stereo not given)
  ·, -12, -10
- COCCCNC(=O)C(NC(=O)c1ccc(OC)cc1)C1CCN(C(=O)c2ccco2)CC1 (stereo not given)
  -7, 0, -3
- Cc1cccc(NC(=O)NCCNc2cc(N(C)C)nc(C)n2)c1
  -1, 0, ·
- CNc1cc2nc[nH]c(=O)c2cc1[N+](=O)[O-]
  2, -6, -8
- COCCCN1C(=O)N(Cc2ccccn2)C(=O)C12CCN(Cc1nccs1)CC2
  19, -5, -6
- Fc1ccccc1-c1ccc(CN2CCNCC2)s1
  5, -3, ·
- CCCCCOc1ccc(Nc2cc(-c3cccc(N)c3)ncn2)cc1
  7, -1, ·
- CCOC(=O)c1ccc2c(c1)nc(SCc1ccc3nc(C(F)(F)F)cc(Cl)c3c1)n2Cc1ccccn1
  -14, 4, 3
- CCS(=O)(=O)N1CCC2(CCC2OC)CC1 (stereo not given)
  ·, 5, 0
- Cn1cc(NC(=O)CN2CCCC2c2ccc(F)cc2)cn1 (stereo not given)
  -1, -5, -15
- CC(c1ccc(F)cc1)N(C)C(=O)C1CCN(S(=O)(=O)c2ccc3c(c2)CCC3)CC1 (stereo not given)
  10, -7, -10
- Cc1c(N=C2C(=O)N(C(C)C)c3ccccc32)c(=O)n(-c2ccccc2)n1C
  -1, -7, ·
- CCOC(=O)C1CCN(C(=O)c2cccc(CSc3nc(N4CCCC4)cc(C(C)(C)C)n3)c2)CC1
  7, -4, -5
- O=C(c1ccc(N2CCC(NCC3C4CC5CC(C4)CC3C5)CC2)cc1)N1CCCC(CO)C1 (stereo not given)
  6, -9, -25
- O=C(C1CCOC1)N1CCN(Cc2ccc(-c3noc(-c4ccccc4)n3)cc2)CC1 (stereo not given)
  4, -6, -8
- CCc1nc(SCC(=O)NC(c2ccncc2)c2ccccc2C)n[nH]1 (stereo not given)
  4, -4, -18
- Cc1sc2nc(CS)[nH]c(=O)c2c1C
  0, -7, ·
- O=C(c1ccco1)N1CCC2(CC1)OCC(C(=O)N1CCCC1)N2C(=O)c1ccccc1 (stereo not given)
  4, 5, 0

As entered above:
O=C(c1ccc(N2CCC(NCC3C4CC5CC(C4)CC3C5)CC2)cc1)N1CCCC(CO)C1 (stereo not given) in mcGAS lum reads -25
CCc1nc(SCC(=O)NC(c2ccncc2)c2ccccc2C)n[nH]1 (stereo not given) in NPYLR7 agonist reads 4
Cc1sc2nc(CS)[nH]c(=O)c2c1C in hcGAS inh reads -7
Cc1c(N=C2C(=O)N(C(C)C)c3ccccc32)c(=O)n(-c2ccccc2)n1C in NPYLR7 agonist reads -1

Next results.
Order of values – NPYLR7 agonist, hcGAS inh, mcGAS lum
- CC(C)C(NCC(O)COc1ccccc1F)c1ccc2c(c1)OCCO2 (stereo not given)
  13, -11, ·
- CCCC(NC(=O)C1CNC1)c1ccccc1 (stereo not given)
  -1, -4, ·
- O=C(COCc1ccccc1)N1CCN(c2nc(Cc3ccccc3)nc3cc(Cl)ccc23)CC1
  17, -2, -3
- CCNC(=S)N1CCC(C(NC(=O)c2ccccc2Cl)C(=O)NC(C)CC)CC1 (stereo not given)
  2, 0, -4
- COc1cccc(Cn2c(=O)c(C(=O)Nc3ccccc3)nn(-c3ccc(C)c(C)c3)c2=O)c1
  15, -5, -5
- Cc1cccc(S(=O)(=O)N2CCN(C(=O)c3occc3C)CC2)c1
  -5, -11, ·
- CCn1ccnc1CNC(=O)COc1c(C)ccc(C)c1C
  3, -3, ·
- COc1ccc(CNC(=O)c2cc3nc(-c4ccc(Br)cc4)cc(C(F)(F)F)n3n2)cc1
  3, -2, -4
- CCCCCCCSc1nnc(C)c(=O)[nH]1
  1, -7, ·
- CCS(=O)(=O)Oc1ccc(CN(C(=O)Nc2c(C)cccc2C)C(C)C)cc1
  8, -7, -4
- Nc1nnnn1/N=C\c1ccc([N+](=O)[O-])cc1
  3, -2, ·
- Cc1nn(C)c(Cl)c1CN1CCc2c([nH]c3ccccc23)C1c1nc2ccccc2n1C (stereo not given)
  2, -9, -11
- CC(C)CNC(=O)C1COC2(CCN(C(=O)Cc3ccccc3)CC2)N1C(=O)c1ccco1 (stereo not given)
  1, -1, -4
- O=C(c1cnn2c1NC(c1cccs1)CC2C(F)(F)F)N1CCCCC1 (stereo not given)
  -2, -1, 1
- CN(CCCc1ccccc1)CCn1cc(C(=O)NCc2ccncc2)nn1
  -5, -2, ·
- COC(=O)c1c(N)sc(C(=O)Nc2ccccc2OC)c1C
  -4, -5, ·
- Cc1c(C(=O)N2CCC(C)CC2)cnn1-c1cc(-c2nc(C(C)(C)C)no2)ccn1
  -7, 4, ·
- O=c1[nH]c(=O)c2ccccc2o1
  -3, -2, ·
- O=C(NN=Cc1ccccc1C(F)(F)F)c1ccncc1
  -5, -5, -6
- CC1NC(=S)N(C(Cc2ccccc2)C(=O)N2CCCC2)C1=O (stereo not given)
  4, -8, ·

The list goes on:
Molecule | NPYLR7 agonist | hcGAS inh | mcGAS lum
NCCc1cccc(CN2CCC(CN3CCCCC3)CC2)c1 | · | -10 | -5
COc1ccccc1Cn1c(C(=O)N2CCN(C(=O)CCc3ccccc3)C(C)C2)cc2ccsc21 (stereo not given) | -2 | -9 | -6
Cc1ccc(-c2noc(-c3cccn(CC(=O)Nc4ccccc4Br)c3=O)n2)cc1 | · | 0 | -5
CC(=O)NN1C(=O)/C(=C2\C(=O)N(C)c3ccccc32)SC1=S | -2 | -11 | ·
COc1ccc(OC)c2c1C(c1cccc(N)c1)OC1CCCCC21 (stereo not given) | -1 | -4 | ·
Cc1nccn1-c1ccc(-c2cccc3cccnc23)nn1 | -2 | -4 | ·
Cc1nn(-c2ccccc2)c(N2CCN(C)CC2)c1CN(CCC(C)C)C(=O)C(C)(C)CCl | 4 | 3 | -4
CCOC(=O)N1CCN(CC(=O)Nc2nnc(CC)s2)CC1 | -9 | 1 | ·
O=C(C1CC(Cc2cccc(F)c2)=NO1)N1CCC(C(O)c2cccs2)CC1 (stereo not given) | 3 | -3 | -9
Cc1ccccc1OCCCn1c(C2CC(=O)N(Cc3ccccc3)C2)nc2ccccc21 (stereo not given) | 0 | -7 | -3
FC(F)(F)c1ccnc(NCC2COc3ccccc3O2)n1 (stereo not given) | -3 | -7 | -7
CCOC(=O)C1C(=N)OC2=C(C(=O)CCC2)C1c1cccc(Cl)c1 (stereo not given) | -1 | 4 | 2
COC(=O)c1ccccc1C(=O)N(C)C(C)Cc1cc(C)ccn1 (stereo not given) | · | -10 | -12
CN(C)C(=O)C1CCCN1C(=O)COCC(F)(F)C(F)F (stereo not given) | 0 | -6 | -12
Cc1ccc(O)c(CN(Cc2ccncc2)Cc2ccc(F)cc2)n1 | 3 | -5 | -11
O=C(NCc1ccco1)C1CCN(S(=O)(=O)c2cccs2)CC1 | -5 | -8 | ·
CSCCCNC(=O)c1cc(N2CCSCC2)nc2ccccc12 | 27 | -4 | ·
CN1CC(=O)N2CCN(S(=O)(=O)c3cc4ccccc4o3)CC2C1=O (stereo not given) | 2 | -1 | ·
N#Cc1c(F)cccc1S(=O)(=O)Nc1ccc(-n2cncn2)cc1 | 10 | -2 | -10
Cc1cc(NC(=O)C2CCCN2c2ncnc3sccc23)ccc1N(C)C (stereo not given) | 8 | -6 | ·
COc1ccc2nc(N(Cc3cccnc3)C(=O)/C=C/c3cccs3)sc2c1 | -9 | -7 | -9
CC(C)(C)C(=O)N1CCC(C(=O)Nc2cccc(Cl)c2Cl)CC1 | 4 | 0 | ·
Cc1ccsc1C(=O)Nc1cc(-c2onc3c2CCCC3)cc(C(F)(F)F)c1 | -4 | -2 | 1
Cc1csc(-c2ccc(C(=O)NCCN3CCCCC3)cc2)n1 | 5 | -7 | ·
CCc1nc(C)ccc1OCC(=O)N1C[C@H](N)C[C@H]1C(=O)NC | 2 | -7 | ·
CCN(CC)CC(=O)NCc1cccnc1N(C)C | 2 | -12 | ·
COc1cccc(C(CN2CCN(C(=O)c3ccc(OC)c(F)c3)CC2)OCc2ccc(C#N)cc2)c1 (stereo not given) | 3 | -7 | -6
N#CCSc1cn(CC(=O)N2CCCCCC2)c2ccccc12 | 2 | -2 | -4
Cc1ccc2oc(CN(C(=O)c3ccc(Cl)nc3)C3CCCCC3)nc2c1 | -19 | -1 | 2
CCCCC1=NC2(CCCC2)C(=O)N1Cc1ccc(-c2ccccc2-c2nn[nH]n2)cc1 | -5&-17&-4 | -1&1&-8 | -10
CCOc1ccc(N2CCN(C(=O)Nc3cccc(Cl)c3)C(C)C2=O)cc1 (stereo not given) | 23 | -3 | -5
Cc1ccc(C)c(NC(=O)CCn2cc(-c3sccc3C)nn2)c1 | 21 | -3 | ·
C=CCN(Cc1ccccc1OC)C(C)=O | 9 | -6 | ·
CCc1noc(C)c1C(=O)NCc1cccnc1Oc1ccc(C)nc1 | -1 | 1 | ·
CCCN(CCC(=O)NCCN1CCOCC1)c1nc(-c2ccccc2)nc2cc(Cl)ccc12 | -32 | -1 | 0
Cc1nc2c(c(C)c1CC(=O)N(C)Cc1ccsc1)c(=O)[nH]n2C | 7 | -3 | ·
CSc1ncccc1C(=O)N(C)C1CCCN(CCCc2ccccc2)C1 (stereo not given) | 4 | -5 | ·
Clc1ccc(C(Sc2nnc(C3CC3)n2C2CC2)c2ccccc2)cc1 (stereo not given) | 7 | -5 | ·
COc1cc(C(=O)N2CCC(NC(=O)c3cc(C)on3)CC2)ccc1OC(C)C | 1 | -6 | ·

Assay outcomes as filed in PubChem BioAssay.
